NFkB SMM: binders of human NF-kappa-B p105. actives 1.3% (n = 17,000). Small molecule microarray, anti-His fluorescence binding. calls only;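 active = spot fluorescence over background significantly raised, with a chance value under 7% in all four replicate spots of the compound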;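 note: probe protein is his-tagged human p50 processed subunit at 1 µg/ml; raw spot fluorescence signals with no normalization applied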
Target sequence (P19838 1-433 limits assumed): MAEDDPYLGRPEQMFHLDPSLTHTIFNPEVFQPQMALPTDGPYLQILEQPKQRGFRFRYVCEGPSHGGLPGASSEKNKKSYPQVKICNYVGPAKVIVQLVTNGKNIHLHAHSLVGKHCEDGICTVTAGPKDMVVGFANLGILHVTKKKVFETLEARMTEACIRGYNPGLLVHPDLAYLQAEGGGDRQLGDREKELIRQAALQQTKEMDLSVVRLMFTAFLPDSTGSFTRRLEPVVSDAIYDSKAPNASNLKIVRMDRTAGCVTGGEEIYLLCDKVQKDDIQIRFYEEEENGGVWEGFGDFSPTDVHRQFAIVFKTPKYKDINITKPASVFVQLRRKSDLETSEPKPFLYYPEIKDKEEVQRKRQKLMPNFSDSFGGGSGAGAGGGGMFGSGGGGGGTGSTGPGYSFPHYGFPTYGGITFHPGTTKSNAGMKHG
Calls only; i = inactive; + = active, no number.

| canonical_smiles | NFkB SMM |
| --- | --- |
| CC1=C(C)CC(C(=O)Nc2cccc3ccccc23)C(C(=O)O)C1 (centres undefined) | i |
| C[C@@H]1CN([C@@H](C)CO)C(=O)c2cc(NC(=O)Nc3ccc(F)cc3)ccc2O[C@@H]1CN(C)S(=O)(=O)c1cn(C)cn1 | i |
| CN(CC(=O)N1CCN(c2ccccn2)CC1)S(=O)(=O)c1ccc2ccccc2c1 | i |
| COc1ccc(S(=O)(=O)Nc2cccc3c2O[C@@H](CN(C)Cc2ccc4c(c2)OCO4)[C@@H](C)CN([C@@H](C)CO)C3=O)cc1 | i |
| Cc1noc(C)c1NC(=O)Nc1cccc2c1O[C@H](CN(C)CC1CC1)[C@@H](C)CN([C@@H](C)CO)C2=O | i |
| COc1ccc(NC(=O)Nc2ccc3c(c2)C(=O)N([C@H](C)CO)C[C@@H](C)[C@H](CN(C)S(=O)(=O)c2cccs2)O3)cc1 | i |
| COCCNS(=O)(=O)c1ccc(Cl)c(Cl)c1OC | i |
| C[C@@H]1CN([C@@H](C)CO)C(=O)c2cc(NS(=O)(=O)c3cn(C)cn3)ccc2O[C@@H]1CN(C)Cc1ccccc1 | i |

Filtered by structure: those above with an aryl methoxy group
| canonical_smiles | NFkB SMM |
| --- | --- |
| COc1ccc(S(=O)(=O)Nc2cccc3c2O[C@@H](CN(C)Cc2ccc4c(c2)OCO4)[C@@H](C)CN([C@@H](C)CO)C3=O)cc1 | i |
| COc1ccc(NC(=O)Nc2ccc3c(c2)C(=O)N([C@H](C)CO)C[C@@H](C)[C@H](CN(C)S(=O)(=O)c2cccs2)O3)cc1 | i |
| COCCNS(=O)(=O)c1ccc(Cl)c(Cl)c1OC | i |

The list goes on.
| canonical_smiles | NFkB SMM |
| --- | --- |
| CC1(C)CC[C@@]2(C(=O)O)C(C1)C1=CCC3[C@@]4(C)CC[C@H](O)C(C)(C)C4CC[C@@]3(C)[C@]1(C)C[C@H]2O (some centres undefined) | i |
| C[C@H](CO)N1C[C@H](C)[C@H](CN(C)C(=O)Nc2ccc3c(c2)OCO3)Oc2ccc(NS(=O)(=O)c3ccccc3)cc2CC1=O | i |
| CC(=O)OC1C(=O)C2(C)C(O)CC3OCC3(OC(C)=O)C2C(OC(=O)c2ccccc2)C2(O)CC(OC(=O)C(O)C(NC(=O)c3ccccc3)c3ccccc3)C(C)=C1C2(C)C (centres undefined) | i |
| C[C@H](CO)N1C[C@H](C)[C@@H](CN(C)Cc2ccccc2)Oc2ccc(N(C)C)cc2CC1=O | i |
| OCc1cc2c([nH]c3ccccc32)c(C(O)CO)n1 (centres undefined) | i |
| Cc1noc(C)c1S(=O)(=O)Nc1ccc2c(c1)C(=O)N([C@@H](C)CO)C[C@@H](C)[C@@H](CN(C)Cc1ccccc1)OCCCC[C@H](C)O2 | i |
| NC(=O)CN1CCN(CCN2C(=O)c3cccc4cccc(c34)C2=O)CC1 | i |
| C[C@@H]1CN([C@H](C)CO)C(=O)CCCn2nncc2CO[C@@H]1CN(C)S(=O)(=O)c1ccc(Cl)cc1 | i |
| [O-][NH2+]c1ccc(O)c2ncccc12 | i |
| C[C@@H]1CN([C@@H](C)CO)C(=O)Cc2cc(NS(=O)(=O)c3cn(C)cn3)ccc2O[C@H]1CN(C)S(=O)(=O)c1cn(C)cn1 | i |
| CC(C)Sc1nc2sc3c(c2c2nnc(SCC(=O)c4ccccc4)n12)CCCC3 | i |
| C[C@@H]1CCCCO[C@@H](CN(C)S(=O)(=O)c2ccccc2)[C@@H](C)CN([C@@H](C)CO)C(=O)c2cc(NS(=O)(=O)c3ccccc3)ccc2O1 | i |
| C[C@@H]1CCCCO[C@H](CN(C)S(=O)(=O)c2ccccc2)[C@@H](C)CN([C@@H](C)CO)C(=O)c2cc(NC(=O)CCCN(C)C)ccc2O1 | i |
| COc1cc(/C=C/c2ccc(OC)cc2OC)cc(OC)c1 | i |
| O=C(CSc1nc(-c2ccccc2)cc(C(F)(F)F)n1)N1CCCc2ccccc21 | i |
| C[C@@H]1CN([C@H](C)CO)C(=O)c2cccc(NC(=O)Nc3ccc(C(F)(F)F)cc3)c2O[C@@H]1CN(C)S(C)(=O)=O | i |
| CC(=O)Nc1ccc(OCC(O)Cn2nc(C)nc2C)cc1 (centres undefined) | i |
| O=C(Nc1ccc(Cl)c(C(F)(F)F)c1)C(Cc1ccccc1)N1C(=O)C2CCCCC2C1=O (centres undefined) | i |
| Oc1ccc(CCCCC(CCc2ccc(O)cc2)O[C@@H]2OC[C@@H](O)[C@H](O)[C@H]2O)cc1 (some centres undefined) | i |
| OC1c2ccccc2-c2c3c(cc4c2C1NCC4)OCO3 (centres undefined) | + |
| CCCC(=O)Oc1ccc2[nH]c(C(=O)c3cc4ccccc4[nH]3)cc2c1 | i |
| CC(=O)c1cccc(NC(=O)NCc2cnn(C)c2)c1 | i |
| Cc1nn(Cc2ccccc2)c(C)c1CCC(=O)O | i |
| COc1ccc(OC(C)c2nc(-c3ccncc3)no2)cc1 (centres undefined) | i |
| C=CC[C@]12N=C(c3ccc(OCCCO)cc3)O[C@H]1c1ccccc1CN(CCS(=O)(=O)c1ccccc1)C2=O | i |
| COC(=O)C1=CO[C@@H](O[C@@H]2O[C@H](CO)[C@@H](O)[C@H](O)[C@H]2O)[C@@H]2[C@@](C)(O)[C@@H](OC(=O)/C=C/c3ccc(OC)c(O)c3)C[C@]12O | i |
| C=CC[C@]1(C(=O)N(C)C)COC(c2ccc(OCCCO)cc2)=N1 | i |
| Cc1noc(C)c1S(=O)(=O)N(C)C[C@H]1Oc2c(NC(=O)C3CCOCC3)cccc2C(=O)N([C@H](C)CO)C[C@H]1C | i |
| COC(=O)CCCCCCC(=O)Nc1ccc(C2OC(CSc3nc(-c4ccccc4)c(-c4ccccc4)o3)CC(c3ccc([N+](=O)[O-])cc3)O2)cc1 (centres undefined) | i |
| C/C=C(/C)C(=O)OC(C)(C)C1Cc2cc3ccc(=O)oc3cc2O1 (centres undefined) | i |
| COc1ccc(S(=O)(=O)Nc2cccc3c2O[C@H](CN(C)C(=O)NC(C)C)[C@H](C)CN([C@@H](C)CO)C3=O)cc1 | i |
| C[C@H]1CN([C@@H](C)CO)C(=O)c2cccc(NC(=O)C3CCOCC3)c2O[C@@H]1CN(C)C | i |

Looked up one by one from above (6):
| canonical_smiles | NFkB SMM |
| --- | --- |
| C[C@@H]1CN([C@@H](C)CO)C(=O)Cc2cc(NS(=O)(=O)c3cn(C)cn3)ccc2O[C@H]1CN(C)S(=O)(=O)c1cn(C)cn1 | i |
| CN(CC(=O)N1CCN(c2ccccn2)CC1)S(=O)(=O)c1ccc2ccccc2c1 | i |
| Cc1noc(C)c1NC(=O)Nc1cccc2c1O[C@H](CN(C)CC1CC1)[C@@H](C)CN([C@@H](C)CO)C2=O | i |
| COc1ccc(OC(C)c2nc(-c3ccncc3)no2)cc1 (centres undefined) | i |
| Cc1noc(C)c1S(=O)(=O)N(C)C[C@H]1Oc2c(NC(=O)C3CCOCC3)cccc2C(=O)N([C@H](C)CO)C[C@H]1C | i |
| O=C(CSc1nc(-c2ccccc2)cc(C(F)(F)F)n1)N1CCCc2ccccc21 | i |

Later entries.
| canonical_smiles | NFkB SMM |
| --- | --- |
| O=C(NCCN1CCOCC1)c1ccc(Cl)c(S(=O)(=O)N2CCOCC2)c1 | i |
| C[C@@H]1CN([C@H](C)CO)C(=O)c2cc(N(C)C)ccc2O[C@@H](C)CCCCO[C@@H]1CN(C)C(=O)CCCN(C)C | i |
| Fc1ccccc1OCCCCSc1ncccn1 | i |
| C[C@@H]1CCCCO[C@@H](CN(C)C(=O)c2ccccc2)[C@@H](C)CN([C@@H](C)CO)C(=O)c2cc(NC(=O)Nc3ccc(F)cc3)ccc2O1 | i |
| Cc1nc(SCC(=O)N2c3ccccc3CCc3ccccc32)n[nH]1 | i |
| CNC[C@H]1Oc2c(NC(=O)c3ccncc3)cccc2C(=O)N([C@H](C)CO)C[C@@H]1C | i |
| COc1ccccc1N1CCN(CCN2C(=O)CC3(CCCC3)CC2=O)CC1 | i |
| C[C@H](CO)N1C[C@H](C)[C@H](CN(C)C(=O)Nc2ccc(C(F)(F)F)cc2)Oc2ccc(NS(=O)(=O)c3ccccc3)cc2CC1=O | i |
| C[C@@H]1CCCCO[C@@H](CN(C)C(=O)Cc2ccccc2)[C@@H](C)CN([C@@H](C)CO)C(=O)c2cc(NS(=O)(=O)c3ccccc3)ccc2O1 | i |
| C#Cc1cccc(Nc2ncnc3cc(OC)c(OC)cc23)c1 | i |
| C[C@@H]1CN([C@@H](C)CO)C(=O)Cc2cc(NS(=O)(=O)c3cccs3)ccc2O[C@H]1CN(C)C(=O)Nc1ccc2c(c1)OCO2 | i |
| C[C@H]1CN([C@@H](C)CO)C(=O)Cc2cc(NC(=O)CCN3CCOCC3)ccc2O[C@H]1CN(C)S(=O)(=O)c1cccs1 | i |
| Cc1noc(C)c1S(=O)(=O)N(C)C[C@H]1OCCCC[C@H](C)Oc2ccc(NC(=O)Nc3ccc(F)cc3)cc2C(=O)N([C@@H](C)CO)C[C@@H]1C | i |
| C[C@@H]1CCCCO[C@H](CN(C)Cc2ccccc2)[C@@H](C)CN([C@@H](C)CO)C(=O)c2cc(NC(=O)CCCN(C)C)ccc2O1 | i |
| C[C@@H]1CN([C@H](C)CO)C(=O)c2cccc(NC(=O)c3ccno3)c2O[C@H]1CN(C)S(=O)(=O)c1cccs1 | i |
| CCOC(=O)c1c(C)oc2ccc(OCC(=O)c3ccc(Cl)cc3)cc12 | i |
| COC(=O)C1=C(C)NC(C)=C([N+](=O)[O-])[C@@H]1c1ccccc1C(F)(F)F | i |
| C[C@@H]1CCCCO[C@@H](CN(C)C(=O)CCC(F)(F)F)[C@@H](C)CN([C@@H](C)CO)C(=O)c2cc(NC(=O)CCC(F)(F)F)ccc2O1 | i |
| Cc1nn(-c2ccccc2)c(C)c1/C=N/N1CCN(Cc2ccccc2)CC1 | i |
| Cc1noc(C)c1S(=O)(=O)Nc1ccc2c(c1)C(=O)N([C@H](C)CO)C[C@@H](C)[C@H](CN(C)C(=O)c1ccncc1)OCCCC[C@@H](C)O2 | i |
| C/C=C(/C)C(=O)O[C@H]1C[C@@](C)(O)C(=O)[C@@H](OC(=O)/C(C)=C\C)[C@@]2(C)CC[C@@](O)(C(C)C)[C@H]12 | i |
| O=C(CNCCO)Nc1sc2c(c1C(=O)Nc1ccc(Br)cc1)CCC2 | i |
| C[C@@H]1CN([C@@H](C)CO)C(=O)CCCn2cc(nn2)CO[C@@H]1CN(C)S(=O)(=O)c1ccc(Cl)cc1 | i |
| COc1ccc(S(=O)(=O)N(C)C[C@@H]2Oc3c(NC(=O)c4ccncc4)cccc3C(=O)N([C@H](C)CO)C[C@H]2C)cc1 | i |
| O=C(COc1ccccc1)Nc1ncn[nH]1 | i |
| Cc1cc(C)c(C)c(Cn2c(CCCO)nc3ccccc32)c1C | i |
| Cc1noc(C)c1NC(=O)N(C)C[C@@H]1Oc2c(NC(=O)Nc3ccc(C(F)(F)F)cc3)cccc2C(=O)N([C@H](C)CO)C[C@@H]1C | i |
| C[C@@H]1CCCCO[C@@H](CN(C)Cc2ccncc2)[C@H](C)CN([C@@H](C)CO)C(=O)c2cc(NC(=O)CCC(F)(F)F)ccc2O1 | i |
| O=C(O)CSc1ccc(Br)c2cccc(C(=O)O)c12 | i |
| Cc1cc2nn(-c3ccc(F)cc3)nc2cc1NC(=S)NC(=O)COc1ccccc1 | i |
| C=CC(C)(O)CC[C@H]1C(=C)CCC2[C@](C)(C(=O)O)CCC[C@@]21C (some centres undefined) | i |
| C[C@@H]1CCCCO[C@H](CN(C)C)[C@@H](C)CN([C@@H](C)CO)C(=O)c2cc(NC(=O)Nc3ccc4c(c3)OCO4)ccc2O1 | i |
| Cc1c(Cl)cccc1NC(=O)CSc1nnc(-c2cccs2)n1C | i |
| O=C(CCc1ccc(O)cc1)c1ccc(O[C@@H]2O[C@H](CO)[C@H](O)[C@H](O)[C@H]2O)cc1O | i |
| C[C@H](CO)N1C[C@H](C)[C@H](CN(C)Cc2ccc3c(c2)OCO3)Oc2ncc(-c3cccc(F)c3)cc2C1=O | i |
| COC(=O)c1sc(S(=O)(=O)NCc2ccccc2)c(C(=O)OC)c1C | i |
| C[C@@H]1CN([C@@H](C)CO)C(=O)c2cc(NS(C)(=O)=O)ccc2O[C@@H]1CN(C)S(=O)(=O)c1cn(C)cn1 | i |
| CC(C)NC(=O)Nc1ccc2c(c1)C(=O)N([C@@H](C)CO)C[C@H](C)[C@@H](CN(C)C(=O)Nc1ccc3c(c1)OCO3)OCCCC[C@@H](C)O2 | i |
| Cc1ccc(NC(=O)c2ccc(NCc3cccnc3)c([N+](=O)[O-])c2)cc1 | i |
| C[C@@H]1CN([C@H](C)CO)C(=O)c2cccc(NS(C)(=O)=O)c2O[C@@H]1CN(C)Cc1ccncc1 | i |
| Cc1noc(C)c1S(=O)(=O)Nc1ccc2c(c1)C(=O)N([C@H](C)CO)C[C@H](C)[C@@H](CN(C)C(=O)Nc1cccc3ccccc13)OCCCC[C@H](C)O2 | + |
| C[C@H](CO)N1C[C@H](C)[C@@H](CN(C)S(=O)(=O)c2ccc(Cl)cc2)Oc2c(cccc2N(C)C)C1=O | i |
| O=C1CC(c2ccccc2)Cc2nc(NCc3ccco3)ncc21 (centres undefined) | i |
| O=C(C1=C[C@@H](c2ccc3c(c2)OCO3)C[C@@H](OCCCCO)O1)N1CCN(Cc2ccc3c(c2)OCO3)CC1 | i |
| Cc1noc(C)c1S(=O)(=O)N(C)C[C@H]1Oc2ccc(NS(=O)(=O)c3ccc(Cl)cc3)cc2CC(=O)N([C@H](C)CO)C[C@H]1C | i |
| COc1cc(/C=C/C(=O)O[C@@H]2C[C@@](O)(C(=O)O)C[C@@H](O)[C@@H]2O)ccc1O | i |
| Cc1ccc(S(=O)(=O)N(CCC#N)CCC#N)cc1 | i |
| C[C@@H]1CCCCO[C@H](CN(C)C(=O)Nc2ccccc2)[C@H](C)CN([C@@H](C)CO)C(=O)c2cc(NS(=O)(=O)c3ccc(F)cc3)ccc2O1 | i |
| COCC1=C([C@H](O)c2ccccc2)[C@H](CO)[C@@H]2C(=O)N(C)C(=O)[C@@H]2C1 | i |
| COc1ccccc1C(=O)Oc1c(CN2CCOCC2)cc(Cl)c2cccnc12 | i |
| O=c1onc2cnc3ccccc3n12 | i |
| C[C@H]1CN([C@@H](C)CO)C(=O)Cc2cc(NS(=O)(=O)c3ccccc3)ccc2O[C@@H]1CN(C)S(=O)(=O)c1cccs1 | i |

These rows are one share of the data; count on the stated rates, not on these rows.
